Screening results from PubChem.
GPR55 LPI antagonism = inhibition of LPI-stimulated GPR55 beta-arrestin translocation – imaging, U2OS, beta-arrestin-GFP, LPI agonist, primary screen (AID 2013); one-dose inhibition, % at 10 µM; IC50 in µM for titrated hits; U2OS GPR55 beta-arrestin-GFP translocation imaging, LPI antagonism; higher % means a stronger effect; hit rate 0.13% among 290,000;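 active = spots per cell inhibited over 60%, with over 100 cells counted and total cytoplasm intensity under 500,000; inconclusive = wells with under 100 cells, flagged as likely toxic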;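 also: U2OS cells stably carrying GPR55 and arrestin-GFP stimulated by 5 µM LPI near EC80; imaged beta-arrestin-GFP aggregate spots per cell after agonist stimulation; plate controls were LPI-stimulated DMSO wells for no effect and DMSO wells without LPI for full effect; some results filed as inactive read as strong as hits; confirmed hits need IC50 under 10 µM and bright autofluorescent wells are also inconclusive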
HIV fusion peptide = cell-free HIV fusion peptide-binding blockers – biochemical, uHTS, fluorescence dequenching, primary screen (AID 1986); cell-free peptide binding, fluorescence dequenching, 30 min; higher % means a stronger effect; inhibition, % at 20 µM, or IC50 in µM where a hit was titrated; hit rate 0.3% among 290,000; in the data active = inhibition mostly above about 52%, no sharp cut-off; inactive = mostly below about 76%; also: some results filed as inactive read as strong as hits
NOD1 inhibition = NOD1 signaling inhibitors, primary screen, cell-based, luminescence, uHTS (AID 1578) | NOD1-driven NF-kB luciferase reporter cells, luminescence; higher % means a stronger effect | inhibition, % at 4 µM, or EC50 in µM where a hit was titrated | hit rate 1% among 290,000; in the data active = inhibition mostly above about 36%, no sharp cut-off; inactive = mostly below about 34%;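 also: HEK-293T reporter cells stimulated with the NOD1 agonist gamma-tri-DAP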
GPR55 activation = GPR55 agonists via beta-arrestin recruitment, primary screen, imaging, U2OS cells, beta-arrestin-GFP redistribution (AID 1961) | U2OS GPR55 beta-arrestin-GFP redistribution imaging; higher % means a stronger effect | activation, % at 10 µM, or EC50 in µM where a hit was titrated | hit rate 0.048% among 290,000;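 active = activation above 40% with more than 50 cells counted in the well; inconclusive = wells holding fewer than 50 cells, flagged as toxic or sparse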;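 also: U2OS osteosarcoma cells stably expressing GPR55 and beta-arrestin-GFP; plate controls were DMSO negative control for no effect and LPI positive control for full effect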
HEK293 NOD2/NF-kB = NOD2 signaling inhibitors, cell-based, luminescence, uHTS, HEK293 (AID 1566) | HEK293 NOD2/NF-kB luciferase reporter, luminescence; higher % means a stronger effect | inhibition, % at 4 µM, or EC50 in µM where a hit was titrated | hit rate 0.63% among 290,000; also: many of its hits are not listed in these tables
MgcRacGAP inhibition = MgcRacGAP GTPase-activating activity inhibitors, confirmation, biochemical, ADP Hunter fluorescence; MgcRacGAP-stimulated Rac1 GTP hydrolysis, ADP Hunter fluorescence; higher % means a stronger effect; GST-tagged Rac1 F28L mutant substrate; one-dose inhibition, % at 30 µM; IC50 in µM for titrated hits; hit rate 0.6% among 340,000; AID 624330;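 active = first-screen hits whose inhibition reached a set limit at any dose in the follow-up dose series; inconclusive = inhibition above the set first-screen limit but never retested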;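 also: fluorescence reports GDP produced by GAP-driven GTP hydrolysis; strong numbers were not always called active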
KOR beta-arrestin-1 = kappa opioid receptor blockers – cell-based, luminescence, uHTS (AID 1778) | KOR beta-arrestin recruitment, luminescence, antagonist mode; higher % means a stronger effect | one-dose inhibition, % at 10 µM; IC50 in µM for titrated hits | hit rate 0.091% among 290,000; also: strong numbers were not always called active
Large T inhibition = TAg ATPase/helicase activity blockers – biochemical (AID 1903). SV40 large T antigen ATPase/helicase inhibition assay; higher % means a stronger effect. inhibition, % at 20 µM, or IC50 in µM where a hit was titrated. hit rate 0.39% among 310,000; in the data active = a potency from the dose series; inconclusive = inhibition mostly from about 32% at the one dose, without a potency; inactive = the rest, 99 in 100 with inhibition below about 32%; also: strong numbers were not always called active
KOR beta-arrestin-2 = KOR agonists, beta-arrestin recruitment, primary screen, cell-based, luminescence, uHTS (AID 1777); KOR beta-arrestin recruitment, luminescence; higher % means a stronger effect; activation, % at 10 µM; hits with a dose series show EC50 in µM; hit rate 0.02% among 280,000; in the data active = activation above about 50%, passing the limit was not always enough; also: a part of the inactive calls stands beside numbers as strong as those of hits
Active calls of the source: *; ? = inconclusive; nt = no result given; & = joins results of further samples; [ ] = dose if it differs, or a comment. Rule as the data show it, unless noted: active = inhibition above about 50%; inactive = the rest.

SMILES	GPR55 LPI antagonism	HIV fusion peptide	NOD1 inhibition	GPR55 activation	HEK293 NOD2/NF-kB	MgcRacGAP inhibition	KOR beta-arrestin-1	Large T inhibition	KOR beta-arrestin-2
COc1cc(CCC(=O)Oc2ccc(C(C)=O)cc2)cc(OC)c1OC	-4%	-0.5%	-8%	0.0%	10%	0%	-20%	9%	-1.4%
Cc1ccccc1NC(=S)NCCc1ccc(S(N)(=O)=O)cc1	13%	-3.2%	-4%	-0.2%	4%	2%	10%	23%	-0.3%
CCCn1c2ccccc2c2nnc(SCc3[nH]c(=O)[nH]c3C(=O)CCCCC(=O)OCC)nc21	-6%	0.0%	-16%	-0.1%	2%	5%	12%	2%	-3.5%
COc1ccc(-c2cc(-c3ccccc3)nc(SC(C)C(=O)O)c2C#N)cc1 (stereo not drawn)	13%	28%	-21%	-0.2%	31%	6%	-40%	10%	11%
Cc1nc2c(-c3ccc(F)cc3)c(C)nn2c(C)c1CCC(=O)NCc1ccco1	13%	-1.2%	5%	0.3%	13%	7%	36%	4%	-8.6%
Cc1cccc(C)c1NC(=O)C1=C(O)c2sccc2N(C)S1(=O)=O	0%	3.7%	-35%	-0.4%	7%	-2%	4%	4%	-2.2%
O=C(c1cccs1)N(Cc1ccco1)Cc1cc2ccccc2[nH]c1=O	5%	3.7%	30%	-0.2%	2%	6%	-2%	5%	0.9%
CCOc1ccc2cc(C3CC(c4ccco4)=NN3S(=O)(=O)c3ccccc3)c(Cl)nc2c1 (stereo not drawn)	3%	7.3%	-13%	0.2%	2%	9%	23%	23%	5.8%
C=CCn1c(-c2ccccc2OC)n[nH]c1=S	13%	-1.0%	-16%	0.0%	23%	-1%	25%	13%	4.9%
O=C(Nc1nnc(-c2ccc3c(c2)CCCC3)o1)c1c(F)cccc1F	10%	11%	-30%	-0.5%	-8%	2%	-14%	7%	-3.6%
CCc1cccc(OCC(O)Cn2c(N3CCCCC3)nc3c2c(=O)[nH]c(=O)n3C)c1 (stereo not drawn)	-2%	-1.0%	-21%	-0.1%	-1%	8%	-11%	26%	-4.5%
COc1ccc(C2(c3ccc(O)cc3O)CC(c3ccccc3Cl)NC(=S)N2)cc1 (stereo not drawn)	-6%	-1.7%	-64%	0.2%	-4%	20%	-40%	6%	0.7%
COc1ccc(CCn2c(=O)[nH]c3cc(C(=O)N4CCN(c5ccccn5)CC4)ccc3c2=O)cc1OC	2%	1.0%	-12%	-0.5%	-2%	4%	8%	12%	5.8%
CC1CN(C(=O)C(Sc2ccccc2)c2ccccc2)CC(C)O1 (stereo not drawn)	8%	1.5%	-13%	-0.1%	15%	10%	37%	-2%	-0.3%
O=C(COc1ccc(Cl)cc1)NCCS(=O)(=O)N1CCN(c2ccc(F)cc2)CC1	12%	-1.2%	-4%	0.3%	21%	-4%	1%	9%	-5.5%
CCN(CC)CCNC(=O)c1sc2nc(-c3ccccc3)cn2c1C	-6%	0.2%	-19%	0.0%	10%	11%	-21%[20 µM]	4%	-1.1%
O=C(NCC(=O)N(CC1CCCO1)C1(C(=O)NC2CCCC2)CCCCC1)c1ccccc1 (stereo not drawn)	12%	-1.3%	9%	-0.1%	3%	3%	-12%	13%	8.6%
C/C(CCc1ccc2c(c1)OCO2)=N\N=C(/N)SC1CC(=O)N(c2ccccc2F)C1=O (stereo not drawn)	-2%	-2.0%	2%	0.0%	2%	5%	15%	12%	-3.6%
CC(C)c1cc(C(=O)OCC(=O)NC(=O)NCc2ccco2)c(O)c(C(C)C)c1	18%	3.9%	-2%	-0.4%	-22%	2%	26%	0%	-3.1%
CCOc1ccc(CNc2ccc(N3CCOCC3)c(C(=O)O)c2)cc1	4%	0.9%	-22%	0.2%	-4%	10%	-1%	13%	-2.6%
CC(C)Sc1snnc1-c1ccccc1	6%	-1.5%	-36%	-0.5%	8%	0%	26%	7%	-3.1%
Cc1nc(S(=O)(=O)Cc2ccc(Cl)cc2)nc2c1CCC2	9%	-1.1%	-8%	-0.1%	9%	4%	-15%[20 µM]	7%	-6.1%
CN1/C(=C/C2CC(=O)N(c3cccc4ccccc34)C2=O)C(C)(C)c2ccccc21 (stereo not drawn)	11%	0.2%	-16%	-0.1%	7%	6%	3%	13%	2.9%
COC(=O)C1=C(C)N(C)C(=S)N(C)C1c1ccc(OC)cc1 (stereo not drawn)	25%	0.7%	-21%	-0.3%	5%	6%	8%	3%	-2.3%
CC(=O)c1ccc(Nc2nc(C)nc3c2oc2ccccc23)cc1	15%	3.4%	-57%	-0.3%	8%	nt	-46%	nt	2.0%

Some entries already given, showing only GPR55 LPI antagonism, Large T inhibition and HEK293 NOD2/NF-kB.
smiles	GPR55 LPI antagonism	Large T inhibition	HEK293 NOD2/NF-kB
CCCn1c2ccccc2c2nnc(SCc3[nH]c(=O)[nH]c3C(=O)CCCCC(=O)OCC)nc21	-6%	2%	2%
COc1ccc(-c2cc(-c3ccccc3)nc(SC(C)C(=O)O)c2C#N)cc1 (stereo not drawn)	13%	10%	31%
Cc1nc2c(-c3ccc(F)cc3)c(C)nn2c(C)c1CCC(=O)NCc1ccco1	13%	4%	13%
Cc1cccc(C)c1NC(=O)C1=C(O)c2sccc2N(C)S1(=O)=O	0%	4%	7%
O=C(c1cccs1)N(Cc1ccco1)Cc1cc2ccccc2[nH]c1=O	5%	5%	2%
CCOc1ccc2cc(C3CC(c4ccco4)=NN3S(=O)(=O)c3ccccc3)c(Cl)nc2c1 (stereo not drawn)	3%	23%	2%

The main list resumes, starting 2 compounds before the break.
SMILES	GPR55 LPI antagonism	HIV fusion peptide	NOD1 inhibition	GPR55 activation	HEK293 NOD2/NF-kB	MgcRacGAP inhibition	KOR beta-arrestin-1	Large T inhibition	KOR beta-arrestin-2
COC(=O)C1=C(C)N(C)C(=S)N(C)C1c1ccc(OC)cc1 (stereo not drawn)	25%	0.7%	-21%	-0.3%	5%	6%	8%	3%	-2.3%
CC(=O)c1ccc(Nc2nc(C)nc3c2oc2ccccc23)cc1	15%	3.4%	-57%	-0.3%	8%	nt	-46%	nt	2.0%
CCN(CC(=O)NC(C)C)Cc1nc2c(Br)cc(Br)cc2c(=O)[nH]1	10%	9.4%	-8%	-0.2%	8%	11%	-15%	-5%	-2.6%
CCOc1ccc(N(C)C(=O)CCc2nnc3ccc(N4CCCC4)nn23)cc1	-4%	-1.5%	-14%	-0.2%	21%	3%	24%	9%	-1.4%
O=C(COC(=O)Cc1c(F)cccc1Cl)NCCC1=CCCCC1	9%	3.0%	-12%	0.0%	-6%	4%	9%	10%	-4.0%
N=c1sccn1CC(=O)Nc1cccc(Oc2ccccc2)c1	2%	-0.7%	17%	0.3%	2%	12%	-22%	0%	1.0%
CCC1(C)N([O-])C(C)=C(c2ccccc2)[N+]1=O (stereo not drawn)	1%	2.2%	-11%	-0.2%	8%	10%	8%	1%	-0.7%
O=C(Oc1ccccc1C(=O)N1CCOCC1)c1ccc(Br)cc1	-2%	-0.9%	4%	0.3%	12%	4%	-22%	8%	-4.3%
COc1ccccc1NC(=O)c1ccc([N+](=O)[O-])cc1[N+](=O)[O-]	9%	-1.2%	-19%	-0.1%	14%	0%	28%	20%	1.2%
O=C(c1ccc2c3c(cccc13)CC2)C1CCCN(C(=O)c2ccc(=O)[nH]c2)C1 (stereo not drawn)	10%	8.9%	4%	-0.3%	20%	6%	-35%	18%	3.6%
CCN(CC(=O)NCCC1=CCCCC1)S(=O)(=O)c1ccccc1	-6%	-1.5%	-1%	0.3%	-20%	2%	29%	11%	2.0%
CCN(CC)C(=O)c1cc(-c2ccc(Br)cc2)on1	16%	-1.4%	-76%	-0.1%	-104%	11%	-24%	3%	3.6%
COc1ccc(N2C(=O)CC(NC3CC3)C2=O)cc1 (stereo not drawn)	-1%	-1.0%	-15%	0.5%	1%	13%	26%	-3%	0.6%
C=CCc1ccccc1OCC(O)CN1CCN(c2ccccc2OC)CC1 (stereo not drawn)	?	0.3%	-2%	-0.3%	1%	1%&9%	-32%	-8%	-3.5%
NC(=O)C1(S(=O)(=O)c2ccccc2)CCCCC1	-6%	-0.1%	2%	0.2%	2%	4%	14%	5%	-1.1%
Cc1ccc(N=Cc2ccc(N(C)C)cc2)cc1C	4%	-0.6%	-33%	-0.6%	5%	2%	-20%	26%	-1.6%
O=c1[nH]n(-c2ccccc2)c(=O)c(Cl)c1Cl	2%	1.8%	6%	0.2%	13%	3%	-2%	7%	-1.9%
CCN(CC)c1ccc(NC(=S)NC(=O)Cc2ccccc2)cc1	13%	-0.4%	-16%	0.8%	2%	15%	-21%	17%	5.5%
COc1ccc(CC(=O)Nc2cc(C)ccn2)cc1	-3%	-3.3%	-14%	-0.1%	-14%	8%	-11%	3%	-5.2%
Cc1cc(C(C)(C)C)oc1C(=O)N(CC(=O)NC1CCCC1)c1c(C)cccc1C	-2%	-0.6%	10%	-0.3%	5%	6%	-32%	7%	3.9%
Cc1nn(C)c(C)c1NC(=O)CSc1nnc(C)n1-c1ccccc1	1%	-0.2%	1%	0.3%	12%	4%	-7%	3%	nt
CCCn1c(C(CO)Nc2nc(-c3cccc(Br)c3)cs2)nc2ccccc21 (stereo not drawn)	-1%	2.7%	-21%	0.0%	8%	10%	-43%[20 µM]	10%	2.4%
NC(=O)C(=O)NN=C1C2CC3CC(C2)CC1C3	-6%	-2.5%	-23%	-0.7%	17%	6%	4%	4%	-3.5%
CCN(CCNC(=O)Nc1ccc(Cl)cc1)c1ccccc1	6%	-3.2%	nt	-0.3%	8%	-4%	-15%	6%	0.8%
O=C(CSc1nnc(Cn2c(=O)sc3ccccc32)n1CCc1ccccc1)N1CCCC1	3%	-0.9%	-29%	-0.1%	16%	6%	32%	11%	1.5%
COc1cc(NC(=O)CCS(=O)(=O)c2ccc3c(c2)n(C)c(=O)c(=O)n3C)cc(OC)c1	-4%	-1.4%	19%	0.7%	-1%	0%	-2%[20 µM]	nt	-4.0%
CC1C=CCC2C(=O)N(c3ccc(OC(=O)c4cccs4)cc3)C(=O)C12 (stereo not drawn)	-11%	0.5%	-50%	-0.2%	6%	2%	4%	11%	5.3%
Cc1c(/C=C2\SC(=O)N(CC(=O)Nc3ccc4c(c3)OCO4)C2=O)c2ccccc2n1C	10%	1.3%	-31%	-0.1%	-4%	4%	36%	3%	-3.2%
Cc1nnsc1C(=O)N1CCN(c2ccc(F)cc2)CC1	7%	0.8%	1%	-0.2%	19%	10%	4%	4%	1.0%

Only part of the results is shown; count on the stated rates, not on these rows.
